# Compound activity from PubChem BioAssay.
# CaV13 FRET inh: Disruptors of the CACNA1D IQ motif to Ca2+-dependent inactivation inhibitor domain association, primary screening, Förster resonance energy transfer in intact living …; HEK cells, CFP/YFP FRET ICDI-IQ, plate reader, 10 min; percent FRET-ratio fall versus neutral wells; inhibition, % at 12.3 µM; 340,000 compounds, 0.098% hits;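 active = mean replicate inhibition of at least 30% and at least 1% of replicates passing that level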;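 note: 0% = median of the neutral control wells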
# ABCB6 inh 2: human ABCB6 transporter inhibition; fluorescence ratio to DMSO, % at 10 µM; Q9NP58; 360,000 compounds, 0.19% hits; K562-ABCB6 porphyrin accumulation, flow cytometry, 1 h; hits give low values;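 active = fluorescence ratio to DMSO below 75%, the collection mean minus 3 SD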;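 note: signal is porphyrin accumulated inside mitochondria; 100% equals median channel fluorescence of DMSO control wells; lower ratio means ABCB6 inhibition with less porphyrin fluorescence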
# Target sequence (Q9NP58 whole entry, looked up): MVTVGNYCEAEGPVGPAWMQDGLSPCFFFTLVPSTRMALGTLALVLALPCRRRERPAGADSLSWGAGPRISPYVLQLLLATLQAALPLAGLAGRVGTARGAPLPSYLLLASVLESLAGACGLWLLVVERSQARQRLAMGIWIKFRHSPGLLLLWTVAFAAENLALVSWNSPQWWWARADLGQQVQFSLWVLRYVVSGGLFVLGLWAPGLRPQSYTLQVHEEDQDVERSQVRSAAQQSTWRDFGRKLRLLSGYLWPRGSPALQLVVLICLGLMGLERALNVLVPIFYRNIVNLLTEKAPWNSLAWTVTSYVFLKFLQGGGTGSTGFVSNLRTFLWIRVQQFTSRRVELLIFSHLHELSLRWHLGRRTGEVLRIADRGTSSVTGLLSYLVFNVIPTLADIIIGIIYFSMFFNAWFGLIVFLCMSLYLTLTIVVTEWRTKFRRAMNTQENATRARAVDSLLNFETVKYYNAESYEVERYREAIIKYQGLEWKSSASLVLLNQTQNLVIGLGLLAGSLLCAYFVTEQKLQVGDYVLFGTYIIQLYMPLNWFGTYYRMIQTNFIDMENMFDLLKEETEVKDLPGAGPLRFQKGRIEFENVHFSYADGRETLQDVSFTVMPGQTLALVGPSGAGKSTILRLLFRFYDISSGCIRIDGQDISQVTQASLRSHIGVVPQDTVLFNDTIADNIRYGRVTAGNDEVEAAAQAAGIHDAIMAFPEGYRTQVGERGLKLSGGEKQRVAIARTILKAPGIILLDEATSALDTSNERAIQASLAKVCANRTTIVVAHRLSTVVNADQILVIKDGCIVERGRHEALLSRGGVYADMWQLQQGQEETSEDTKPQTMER
# Granule exo inh: lytic granule exocytosis inhibition; TALL-104 LAMP-1 surface exposure, flow cytometry; cells stimulated with thapsigargin and PMA; AID 651702; inhibition, % at 10 µM; 360,000 compounds, 0.66% hits;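 active = inhibition above about 55%, limit read from the data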
# MC4R antag cAMP: human MC4R antagonism in cAMP assay. MC4R-expressing cells, MTII-stimulated cAMP, LANCE TR-FRET. inhibition, % at 6.5 µM. 360,000 compounds, 0.48% hits;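 active = inhibition above its plate's cutoff, the mean of tested wells on that plate plus 3 SD, cut at about 29% in these data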;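 note: 0% = Melanotan II alone and 100% = Melanotan II plus saturating MCL0020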
#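 Material – human MC4R-expressing U2OS cells · Repeats – no replicates · Detection – TR-FRET with Eu-cAMP and labeled anti-cAMP, 671 nm · Times – compound 30 min, challenge 1 h, detection 1 h · Compound – single nominal compound dose of 6.5 µM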
# PDI turbidity: PDI (human) enzyme inhibition; P07237; PDI insulin aggregation turbidity, A650, 90 min; inhibition, % at 10 µM; 350,000 compounds, 0.052% hits;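 active = mean inhibition across replicates of 30% or more, whatever share of single replicates reach that level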;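 note: absorbance from insulin aggregation driven by PDI reduction with DTT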
# ABHD5 PLIN5 PPI: ABHD5-PLIN5 protein interaction inhibition; Q00G26+Q8WTS1; Split G. princeps luciferase complementation, luminescence, 4 h; inhibition, % at 4 µM; 360,000 compounds, 0.78% hits;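 active = inhibition above the mean inhibition across every tested compound plus 3 SD, cut at about 22% in these data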;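 note: 0% = DMSO only wells and the 100% control is not disclosed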
# MC4R ag barr: activates human MC4R beta-arrestin recruitment. P32245. U2OS MC4R beta-arrestin complementation, luminescence; percent of melanotan II response, DMSO zero. activation, % at 8.9 µM. 360,000 compounds, 0.98% hits;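 active = activation above a per-plate cutoff, the mean activation of sample wells on that plate plus 3 SD, cut at about 8% in these data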
# HTR2A ag: agonists of mouse serotonin 5-HT2A receptor (HTR2A); P35363; CHO-K1 mHTR2A beta-arrestin complementation, luminescence; percent of 30 µM serotonin response; activation, % at 7.6 µM; 360,000 compounds, 0.66% hits;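 active = activation above a run cutoff, the mean activation of all tested compounds plus 3 SD, cut at about 14% in these data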;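 note: 0% = plate median of compound wells and 100% = 30 µM serotonin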
# Glyco luc inh: N-linked glycosylation inhibition; D54 ERlucT glycosylation luciferase reporter, 24 h; percent of 100 nM tunicamycin response; reporter increase, % at 12.5 µM; 360,000 compounds, 0.23% hits;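 active = mean luciferase reporter signal, scaled so untreated is 0 and the glycosylation-blocking control 100, at or above a set limit in every replicate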;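 note: luciferase carries N-glycosylation sites so blocking glycosylation raises the light; 0% = median of neutral control wells and 100% = median of 100 nM tunicamycin wells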
# Cardio protect: protects H9c2 cardiomyocytes from peroxide injury; H2O2 injury protection, ATPLite, 2 h; protection from H2O2 cell death, % at 20 µM; 360,000 compounds, 0.63% hits;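 active = compounds giving at least 50% protection of heart cells from peroxide-induced death in the single-dose screen, raw or plate-pattern-corrected value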;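 note: 0% = DMSO wells with peroxide and 100% = DMSO wells without peroxide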
# * hit, by the source's call; x = no result given.
SMILES,CaV13 FRET inh,ABCB6 inh 2,Granule exo inh,MC4R antag cAMP,PDI turbidity,ABHD5 PLIN5 PPI,MC4R ag barr,HTR2A ag,Glyco luc inh,Cardio protect
CC(=O)c1cccc(NC(=O)NCCc2c[nH]c3ccccc23)c1,3,93,2,-2,-4,8,-1.6,-2,-3,4
COC(=O)COc1ccc(C2NC(=O)NC(c3ccccc3)=C2C(C)=O)cc1Br (centres undefined),-2,101,1,10,3,-11,-1.3,10,1,-2
O=C(NCCc1c[nH]c2ccccc12)OC1CC2CC1[C@H]1CCCCN1C2=O (some centres undefined),-2,95,-6,x,x,2,x,-2,x,x
CS(=O)(=O)N1N=C(c2ccccc2)CC1c1ccc2nccnc2c1 (centres undefined),-5,101,-4,24,-3,3,-1.1,2,0,2
CCn1c(=O)c(C(=O)NCc2ccccn2)c(O)c2ccccc21,-4,97,-1,-2,1,5,-1.8,2,-2,20
O=C(COC(=O)CN1C(=O)NC2(CCCC2)C1=O)Nc1ccc(C(F)(F)F)cc1[N+](=O)[O-],-4,100,6,-3,-6,9,-1.7,-7,1,1
O=C(NCCc1ccc(Cl)cc1)C1=CC=CN2CCS(=O)(=O)N=C12,-6,92,-6,-1,3,-5,0.9,5,-1,6
COC(=O)c1cc(C)sc1NC(=O)c1ccco1,x,102,0,-3,6,-7,-1.8,1,3,-2
COc1cccc(C2(CSc3nnc(-c4cc(OC)c(OC)c(OC)c4)o3)OCCO2)c1,-7,106,-5,-17,2,-4,0.7,0,4,-8
COc1ccc(N2CCN(C(=O)COC(=O)c3ccc(CSC)o3)CC2)cc1,-5,92,-5,5,1,0,-0.8,-4,-2,-9
O=C(N=C1SC2CS(=O)(=O)CC2N1c1ccc(Cl)c(Cl)c1)C1CCCO1 (centres undefined),-2,106,-9,15,-6,-5,-3.9,2,2,-2
COC(=O)c1cc2c(ccn2-c2ccc(F)cc2)n1CC(=O)OC(C)C,2,97,-2,31*,7,-10,0.3,-7,2,1
COc1cccc(NCc2cc3c(C(C)(C)C)nn(-c4ccccc4)c3[nH]c2=O)c1,-4,102,42,4,7,-1,13*,-1,4,10
CC(NCc1cc(Br)ccc1OCC(N)=O)C12CC3CC(CC(C3)C1)C2 (centres undefined),-19,102,59*,10,1,5,1.5,-4,-4,8
COc1ccc(C(=O)O/N=C(\N)c2ccccc2)c(OC)c1,0,107,-1,6,0,-3,-2.3,-1,-22,-30
O=C(Nc1ccc(NC(=O)C2CCCCC2)nc1)c1cccc(F)c1,-2,96,5,11,0,6,0.6,3,2,5
COc1ccc(NC(=O)CCN2C(=O)C3CC=CCC3C2=O)cc1S(=O)(=O)N1CCCCC1 (centres undefined),-3,100,2,4,-2,6,0.8,-2,0,5
NC(=O)NC1CCCc2c1[nH]c1ccc(Cl)cc21 (centres undefined),-6,99,-3,4,5,7,-1.2,1,-3,1
COc1cccc(OC)c1C(=O)OCC(=O)Nc1cccnc1Cl,-7,98,1,-1,-2,6,0.0,0,1,8
COc1ccc(OC)c2c1sc(=NC(=O)c1ccco1)n2C,-5,101,-2,7,x,4,1.6,9,13,22
Cc1ccc(N(CC(=O)N2CCCC2)S(C)(=O)=O)cc1C,-19,99,-8,3,5,-4,-2.4,1,0,4
Cc1nnc(SC(C)C(=O)NC2CCCCC2C)s1 (centres undefined),-7,89,-4,-2,2,-5,-0.8,0,1,12
O=c1oc(/C=C/c2ccc([N+](=O)[O-])s2)nc2ccccc12,x,145,9,21,1,8,-1.1,0,9,10
CC(C)Oc1ccc(/C=N/NC(=O)c2ccc(N(Cc3ccccc3)S(C)(=O)=O)cc2)cc1,-3,97,4,13,10,2,-1.9,-1,-1,-1
O=C(CSc1nc2ccccc2o1)N1c2ccccc2Sc2ccccc21,-6,108,31,13,7,-7,0.4,-2,-10,-8
CC(C)(C)OC(=O)CNC(=O)c1nc[nH]c1C(=O)NCc1ccccc1,-23,84,-6,4,4,-3,1.1,-6,1,-6
COc1cc(S(=O)(=O)Nc2ccc3cn[nH]c3c2)ccc1Cl,1,100,0,0,10,1,-1.5,0,0,-14
COc1ccccc1Nc1nnc(SCc2cc(=O)n3cc(C)ccc3n2)s1,-6,98,-4,2,-26,2,-1.6,4,-1,21
OCCNC(=S)Nc1cccc(Cl)c1Cl,-4,96,-5,4,4,9,1.4,-1,2,2
CN1CCc2c(sc3c2C(=O)NC(c2ccccc2)N3)C1 (centres undefined),2,103,1,-3,-2,-14,-1.4,4,3,2

# Three compounds already listed, arranged by length of the SMILES, largest number first:
SMILES,CaV13 FRET inh,ABCB6 inh 2,Granule exo inh,MC4R antag cAMP,PDI turbidity,ABHD5 PLIN5 PPI,MC4R ag barr,HTR2A ag,Glyco luc inh,Cardio protect
CC(C)(C)OC(=O)CNC(=O)c1nc[nH]c1C(=O)NCc1ccccc1,-23,84,-6,4,4,-3,1.1,-6,1,-6
COc1cc(S(=O)(=O)Nc2ccc3cn[nH]c3c2)ccc1Cl,1,100,0,0,10,1,-1.5,0,0,-14
Cc1ccc(N(CC(=O)N2CCCC2)S(C)(=O)=O)cc1C,-19,99,-8,3,5,-4,-2.4,1,0,4

# (further entries)
SMILES,CaV13 FRET inh,ABCB6 inh 2,Granule exo inh,MC4R antag cAMP,PDI turbidity,ABHD5 PLIN5 PPI,MC4R ag barr,HTR2A ag,Glyco luc inh,Cardio protect
O=C(CSc1nnc(CNC(=O)c2ccccc2F)o1)NC1CCCC1,-2,97,7,0,7,2,-1.8,1,-2,3
Cc1ccc(-c2csc3ncnc(Sc4nnc(CN5CCCCCC5=O)o4)c23)cc1,-3,96,-4,6,-1,12,-1.4,-8,-8,-2
CC(C)[C@H](NC(=O)c1ccc(Br)cc1)C(=O)NC1CCCCC1,-6,97,19,3,0,-5,-3.3,3,4,-3
O=C(CSc1nc2cc(Cl)ccc2c(=O)n1Cc1ccco1)Nc1ccc(S(=O)(=O)N2CCOCC2)cc1,-3,96,1,-1,0,5,-1.8,-2,-9,-3
CCOC(=O)c1c(C)[nH]c(C(=O)OCC(O)=C(C#N)c2nc3ccccc3[nH]2)c1C,-4,105,0,-3,-4,4,0.7,-2,-8,14
CCN(CC)CCNC(=O)c1cn(CC)c2ccc(S(=O)(=O)N(C)C3CCCCC3)cc2c1=O,-2,100,-7,0,-6,2,-1.1,0,-3,1
CC(NC(=O)Nc1ccccc1O)(C(F)(F)F)C(F)(F)F,x,103,1,7,6,3,-1.2,5,2,-24
COc1cc(C(=O)N2CCN(C(=O)Cc3ccccc3)CC2)cc(OC)c1OC,-5,100,-2,0,3,0,-0.8,4,-1,8
COc1cccc(-c2cnc(C(O)c3ccc(C)c(F)c3)[nH]2)c1 (centres undefined),x,92,-2,3,6,-3,-1.7,-5,-1,-16
CCC(C)NS(=O)(=O)c1ccc(NC(=O)c2cccs2)cc1 (centres undefined),7,99,10,3,0,-10,-0.8,-4,0,-2
O=C1CCCN2N=C(SCC(=O)Nc3cccc(Cl)c3)SC2=N1,-4,91,7,12,1,7,0.4,6,4,-12
O=C(O)CCCCCCCCc1cn(CN2C(=O)c3ccccc3C2=O)nn1,-5,93,-4,-2,14,-1,-1.9,12,2,-4
CC(C)N(C(=O)[C@H]1C[C@H](CC(=O)NCc2ccco2)C(=O)N2CCc3c([nH]c4ccc(Cl)cc34)[C@]12C)C(C)C,-6,98,31,2,10,11,3.4,3,1,0
CCc1ccccc1N1C(=O)C2C3C=CC(CC3)C2C1=O (centres undefined),-18,94,0,1,-5,2,1.3,6,-1,2
COc1ccc(OC)c(/C=C2\SC(N3CCCC(C)C3)=NC2=O)c1 (centres undefined),-41,94,-3,3,2,-5,-0.1,0,2,-2
COc1ccc(-n2c(SCc3ccccn3)nc3c(c2=O)SCC3)cc1OC,0,95,0,3,-2,-4,-0.1,1,1,12
CN(Cc1ccccc1F)C(=O)C1CCCN(C(=O)c2ccc(Cl)cc2)C1 (centres undefined),-6,97,-1,6,-1,-8,-1.9,-1,-2,5
CCS(=O)(=O)N1Cc2ccccc2CC1C(=O)N(C)CC(=O)Nc1ccc(OC)cc1 (centres undefined),-6,99,2,1,-8,-6,-1.8,-4,1,3
CCc1ccc(-c2cc(C)no2)cc1S(=O)(=O)N1CCN(c2ccc(F)cc2)CC1,-3,99,1,-6,5,2,0.0,-1,1,-2
Cc1cc(C)c(NC(=O)CN2C(=O)NC3(CCCCC3)C2=O)c(Cl)c1,-4,102,3,5,-4,1,-0.8,0,9,-4
CC(=O)c1ccc(-c2ccc(-c3cc(=O)oc4c(C(C)C)ccc(C)c34)cc2)cc1,-7,94,1,-5,-4,-3,-2.4,1,-9,-9
O=C(CCc1nnc2ccc(NCc3ccccc3)nn12)NC1CCCC1,-3,100,-2,7,6,-3,-1.7,2,9,2
CC(C)(C)Cc1nnc(NS(=O)(=O)c2ccc(F)cc2)s1,-5,94,-4,-4,13,-3,-1.1,-1,3,-1
Nc1ccc(-c2ccc(C(=O)O)s2)cn1,-3,92,2,6,4,0,-0.7,1,-1,9
O=C(Nc1ccccc1C(F)(F)F)N1CCC(n2c(=O)[nH]c3ccccc32)CC1,x,102,-3,12,-8,1,-2.0,14,-2,6
Cc1ccc(S(=O)(=O)N(CC(=O)NCC2CCCO2)Cc2cccc(C)c2)cc1 (centres undefined),-2,93,6,0,11,-4,-3.2,2,-1,-5
CCCCNC(=O)Cn1c(=O)n(C)c2ccccc21,-6,103,-8,-3,3,10,-0.4,2,0,5
N#Cc1c(N)n[nH]c1Cc1cccc2ccccc12,-5,102,4,7,0,9,1.3,10,3,0
Cc1nn(Cc2ccccc2)c2sc(C(=O)N3CCN(Cc4ccc5c(c4)OCO5)CC3)cc12,x,98,2,1,-2,14,-0.2,-2,1,6
O=C(Nc1cc(S(=O)(=O)N2CCCCC2)ccc1N1CCCCC1)c1ccncc1,5,91,-2,-3,-4,-1,-0.2,1,3,-5
CNC(=O)CN(c1cc([N+](=O)[O-])ccc1OC)S(C)(=O)=O,-13,97,-10,2,13,-1,1.5,6,1,14
CC1(C)CC(=O)c2cnc(NC(=O)c3ccco3)nc2C1,x,96,12,7,-9,0,-1.2,-2,-2,2
O=C(Nc1ncc(Cc2ccccc2)s1)C1COc2ccccc2O1 (centres undefined),x,102,4,13,-3,-16,3.2,3,-4,-2
Cc1ccc(S(=O)(=O)c2nc(-c3ccccc3)oc2NCc2cccnc2)cc1,-4,104,1,4,24,9,-2.4,11,-2,-19
Cc1c(Cl)cccc1NC(=S)N1CCCN(Cc2ccccc2F)C1,-1,99,3,19,-1,-5,4.9,-5,0,-3
CC(C)C(NC(=O)Nc1ccccc1)C(=O)Nc1cccc(S(=O)(=O)N(C)C)c1 (centres undefined),-4,100,8,1,6,-2,2.0,-7,-1,-1
Cc1cnc(C2OCCO2)c2cccc([N+](=O)[O-])c12,-16,97,3,-7,0,-4,-0.1,5,1,-2
OC1CCN(c2c3c(nc4cc(-c5ccc(F)cc5)nn24)CCC3)CC1,-8,97,-2,-3,-3,8,-1.3,-2,-2,47
O=C1O/C(=C/c2ccccc2)c2ccccc21,-5,100,0,-5,11,-3,0.4,-2,1,-8
